Source: PubChem BioAssay (Center for Chemical Genomics, University of Michigan)
Dicer inh: inhibitors of human Dicer processing of pre-microRNA; Q9UPY3; cat-ELCCA pre-miR-21 Dicer processing, chemiluminescence; hits give high values; z-score at 25 µM; 47,000 tested, 6% active; in the data active = z-score above about 3, passing the limit was not always enough;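 also: plate controls were vehicle for no effect and no enzyme for full effect; higher signal means more uncleaved substrate so more Dicer inhibition; strong numbers were not always called active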
Target sequence (Q9UPY3 whole entry, looked up): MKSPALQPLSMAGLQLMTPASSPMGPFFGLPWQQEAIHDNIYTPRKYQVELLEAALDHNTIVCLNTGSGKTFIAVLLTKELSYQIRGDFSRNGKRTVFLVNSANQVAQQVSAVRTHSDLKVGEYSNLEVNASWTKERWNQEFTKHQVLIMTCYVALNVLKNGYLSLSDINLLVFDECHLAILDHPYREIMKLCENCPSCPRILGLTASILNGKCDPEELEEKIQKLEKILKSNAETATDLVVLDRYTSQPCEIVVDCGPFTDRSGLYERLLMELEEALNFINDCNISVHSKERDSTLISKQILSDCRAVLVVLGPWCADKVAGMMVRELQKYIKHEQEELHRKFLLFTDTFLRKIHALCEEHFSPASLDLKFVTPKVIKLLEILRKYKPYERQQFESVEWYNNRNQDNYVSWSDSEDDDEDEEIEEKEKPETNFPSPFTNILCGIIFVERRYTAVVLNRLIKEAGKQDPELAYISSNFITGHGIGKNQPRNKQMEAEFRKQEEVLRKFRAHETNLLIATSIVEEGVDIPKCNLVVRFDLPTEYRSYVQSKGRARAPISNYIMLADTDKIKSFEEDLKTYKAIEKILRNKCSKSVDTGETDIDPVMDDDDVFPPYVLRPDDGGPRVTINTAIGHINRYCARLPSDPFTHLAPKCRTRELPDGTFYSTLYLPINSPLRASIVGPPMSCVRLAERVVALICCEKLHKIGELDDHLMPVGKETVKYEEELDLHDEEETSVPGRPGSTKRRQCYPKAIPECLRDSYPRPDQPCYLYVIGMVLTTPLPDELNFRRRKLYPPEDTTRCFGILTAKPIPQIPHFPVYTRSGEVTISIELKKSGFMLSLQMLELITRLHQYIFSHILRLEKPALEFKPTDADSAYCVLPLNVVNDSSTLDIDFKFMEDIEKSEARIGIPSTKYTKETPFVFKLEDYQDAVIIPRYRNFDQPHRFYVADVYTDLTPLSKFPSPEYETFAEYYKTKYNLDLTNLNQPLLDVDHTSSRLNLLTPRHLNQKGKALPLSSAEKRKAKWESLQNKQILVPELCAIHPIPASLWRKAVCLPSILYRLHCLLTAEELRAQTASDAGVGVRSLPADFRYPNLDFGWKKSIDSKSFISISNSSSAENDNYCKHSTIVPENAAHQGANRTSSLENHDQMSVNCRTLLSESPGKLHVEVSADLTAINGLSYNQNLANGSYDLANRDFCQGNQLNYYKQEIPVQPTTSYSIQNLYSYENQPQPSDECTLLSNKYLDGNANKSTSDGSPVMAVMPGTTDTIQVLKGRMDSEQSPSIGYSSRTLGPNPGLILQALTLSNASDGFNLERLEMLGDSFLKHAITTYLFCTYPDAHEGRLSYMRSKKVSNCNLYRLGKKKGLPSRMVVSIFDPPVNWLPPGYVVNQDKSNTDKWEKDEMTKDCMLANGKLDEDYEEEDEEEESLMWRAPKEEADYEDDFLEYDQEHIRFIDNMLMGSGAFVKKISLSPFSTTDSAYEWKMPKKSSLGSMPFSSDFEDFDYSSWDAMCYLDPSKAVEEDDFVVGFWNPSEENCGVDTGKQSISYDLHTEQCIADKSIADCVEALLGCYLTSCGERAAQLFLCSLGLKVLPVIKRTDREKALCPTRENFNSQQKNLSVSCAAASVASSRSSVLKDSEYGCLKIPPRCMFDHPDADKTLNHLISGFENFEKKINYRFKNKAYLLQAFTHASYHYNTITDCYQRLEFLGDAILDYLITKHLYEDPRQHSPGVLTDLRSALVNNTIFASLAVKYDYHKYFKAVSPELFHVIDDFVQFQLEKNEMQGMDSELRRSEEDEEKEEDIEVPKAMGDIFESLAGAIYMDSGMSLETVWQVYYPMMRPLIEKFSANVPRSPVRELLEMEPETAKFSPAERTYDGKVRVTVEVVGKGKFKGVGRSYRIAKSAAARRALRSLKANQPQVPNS
Starred values were filed as active, the others as inactive. The list is partial (hit frequency here may not be typical).

A first look, four compounds:
SMILES | Dicer inh
Cc1cc(Oc2ccc(C(F)(F)F)cc2NC(=O)C(Cl)Cl)cc(C)c1Cl | 0.01
CN1CCc2nc3sc(C(=O)c4ccc(Cl)cc4)c(N)c3cc2C1 | -3.4
Cc1nc2c(OCc3ccccc3)cccn2c1CC#N | -2.7
Cn1c(-c2ccccc2)cnc1NCc1c(F)cccc1Cl | 2.9

Results, repeating the preview:
SMILES | Dicer inh
Cc1cc(Oc2ccc(C(F)(F)F)cc2NC(=O)C(Cl)Cl)cc(C)c1Cl | 0.01
CN1CCc2nc3sc(C(=O)c4ccc(Cl)cc4)c(N)c3cc2C1 | -3.4
Cc1nc2c(OCc3ccccc3)cccn2c1CC#N | -2.7
Cn1c(-c2ccccc2)cnc1NCc1c(F)cccc1Cl | 2.9
CCOC(=O)c1n[nH]n(-c2ccc(Cl)cc2)c1=O | -0.49
O=c1o[nH]c(-c2ccccc2)c1N=Nc1c(F)cccc1Cl | 0.59
CCCCOC(=O)C1=C(C)NC2=C(C(=O)CCC2)C1c1ccc2c(c1)OCO2 (configuration not stated) | -0.43
Cc1ccc2oc(=O)cc(CN3CCOCC3)c2c1 | 1.7
O=C1C2ON(c3ccccc3)C(c3ccncc3)C2C(=O)N1c1ccc(N2CCOCC2)cc1 (configuration not stated) | -0.07
COc1ccc(OC)c(C2Nc3cc(C)c(C)cc3NC3=C2C(=O)CC(C)(C)C3)c1 (configuration not stated) | 0.36
COc1cccc(NC(=O)C(=O)c2cc(Br)ccc2NC(C)=O)c1 | 0.52
CCCc1ccc(CC2(CC(=O)OCC)C(=O)c3ccccc3C2=O)cc1 | 0.64
CCN(CC)CC(=O)Nc1c(C#N)cnn1-c1ccccc1 | 4.7*
COc1cccc(OCCCCNCC2CCCO2)c1 (configuration not stated) | 0.17
CCOC(=O)c1nn(C)c(C)c1Br | -1.4
Cn1cnc(S(=O)(=O)NCCN2CCNC2=O)c1 | -2.9
C=CCNC(=O)Cc1c(C)oc2ccccc12 | -0.3
COc1ccc(C23CC4CC(CC(O)(C4)C2)C3)cc1 | 1.3
CCOc1ccccc1C1CC(=O)NC(SCc2cccc3ccccc23)=C1C#N (configuration not stated) | -0.33
Cn1c2ccccc2c2nnc(SCc3ccccc3)nc21 | -2.8
CC1(C)CC(=O)C2=C(C1)Nc1cc(C(=O)c3ccccc3)ccc1NC2c1ccccc1 (configuration not stated) | -0.43
Cc1ccc(-n2cccc2)c(-n2c(C)nc3ccc(Br)cc3c2=O)c1 | -0.32
CCOC(=O)C1=NNC(C(=O)c2ccccc2)C1c1ccc(OC)cc1 (configuration not stated) | -0.84
Cc1ccc(C2Sc3ccccc3N=C3c4ccccc4SCC32)cc1 (configuration not stated) | 1.2
CC(C)Cc1ccc(C(=O)CC2OC(=O)c3ccccc32)cc1 (configuration not stated) | -1.2
COC(=O)CSC1CS(=O)(=O)c2cc([N+](=O)[O-])ccc21 (configuration not stated) | -1.1
CCCc1ccc(C(=O)Nc2nc(-c3ccc(C)c(Cl)c3)c(C)s2)cc1 | 1.6
CC(=O)Nc1cc(C)c(NS(=O)(=O)c2ccc(C)cc2)c(C)c1 | -1.1
Cc1ccc2oc(C3Nc4ccccc4NC4=C3C(=O)CC(c3cccs3)C4)cc(=O)c2c1 (configuration not stated) | 82
CC(C)(C)c1csc(-c2cc3nccc(-c4cccc(C(F)(F)F)c4)n3n2)n1 | -0.63
Cc1cc2ncn(CC(O)COc3ccc(Cl)cc3)c2cc1C (configuration not stated) | 0.01
CCO/C=C1\C(=O)N(c2ccc(C)cc2)C(=O)c2cc(OC)ccc21 | 0.4
Cn1c(-c2ccc3c(c2)OCO3)cnc1NCc1ccccc1 | 0.14
O=c1cc(-c2ccccc2)[nH]c2nc(Cl)ccc12 | 0.69
CC(C)N=C(N)/N=C(\N)Nc1ccc(Cl)cc1 | -0.43
OCc1ccc2c(c1)OCCOCCOc1cc(CO)ccc1OCCOCCO2 | -0.61
O=[N+]([O-])c1ccc(SCCO)nc1SCCO | -0.66
COc1ccccc1C(c1c(C)[nH][nH]c1=O)c1c(C)[nH][nH]c1=O | -6.5
CC(C)(C)NC(=S)N/N=C/C=N/NC(=S)NC(C)(C)C | 4.3*
COC(=O)c1noc(C)c1C(=O)/C=C/N1CCCCC1 | 0.86
Fc1ccc(-c2cc(-c3nc4c5c(ncn4n3)CCC5)[nH]n2)cc1 | 0.58
CCOC(=O)c1sc(N2C(=O)c3oc4ccc(C)cc4c(=O)c3C2c2ccc(OC)cc2)nc1C (configuration not stated) | 0.35
CCOC(=O)c1c(CN2CCOCC2)oc2ccc(OC)cc12 | 3.5*
O=C(OCc1ccc(Oc2ccc(Cl)cc2Cl)c([N+](=O)[O-])c1)c1ccc(Cl)cc1 | 0.36
N#CCCn1nc(Nc2ccccc2)n(-c2ccccc2)c1=S | 1.3
O=C1CC(Cc2ccccc2)C(=O)N1c1cccc(Cl)c1 (configuration not stated) | 1.8
Cc1cc(C)c(C)c(Oc2coc3cc(OCC(=O)OCC(C)C)ccc3c2=O)c1 | -0.92
O=C(O)c1cccc2c3c([nH]c12)CCCC3 | -2.2
CC12CC=C3c4ccc(O)cc4CCC3C1CCC2O (configuration not stated) | -0.55
CCCOC(=O)C1=C(C)Nc2nnnn2C1c1cc(Br)ccc1OCCC (configuration not stated) | 1.8
CCC(=O)OCCNc1ccc2noc3c2c1C(=O)c1ccccc1-3 | -0.15
Oc1ccc2ccccc2c1CN1CCc2ccccc2C1 | 3.6*
Cc1cccc(N2C(=O)C3C(C4=C(O)c5ccccc5C4=O)=NC(c4ccccn4)C3C2=O)c1 (configuration not stated) | -0.74
CC(C)NC(=O)O/N=C(\N)COc1ccc(C(C)(C)C)cc1 | 0.55
CCOC(=O)N1CCC(N/C=C(\C#N)S(=O)(=O)C(C)C)CC1 | 0.04
O=C(NCc1cccs1)c1cnn2c1NC(c1ccc(Br)cc1)CC2C(F)(F)F (configuration not stated) | 5.7*
N#CC1c2ccccc2C=CN1C(=O)c1ccccc1 (configuration not stated) | 1.1
FC(F)(F)c1cccc(-n2c(-c3ccccc3Cl)n[nH]c2=S)c1 | 0.14
CCn1c2c(c3cc(F)ccc31)CCCC2=O | 0.63
CC(=O)/C(C#N)=C(\N)SCc1csc(-c2ccc(Cl)cc2)n1 | -2.3

5 entries picked at random from those above, as already listed:
SMILES | Dicer inh
CC(C)(C)NC(=S)N/N=C/C=N/NC(=S)NC(C)(C)C | 4.3*
COC(=O)c1noc(C)c1C(=O)/C=C/N1CCCCC1 | 0.86
COc1ccccc1C(c1c(C)[nH][nH]c1=O)c1c(C)[nH][nH]c1=O | -6.5
O=C1CC(Cc2ccccc2)C(=O)N1c1cccc(Cl)c1 (configuration not stated) | 1.8
CC(C)N=C(N)/N=C(\N)Nc1ccc(Cl)cc1 | -0.43

Later entries.
SMILES | Dicer inh
O=C1CC(NC2CCN(c3ccc(C(F)(F)F)cn3)CC2)C(=O)N1c1ccc(F)cc1 (configuration not stated) | -0.46
Cn1c(Oc2ccc(Br)cc2)nc2c1c(=O)n(Cc1ccc(Br)cc1)c(=O)n2C | 1.2
CN(C)S(=O)(=O)c1ccc(C(=O)OCCCN=C2NS(=O)(=O)c3ccccc32)cc1 | 0.9
O=c1scc(-c2ccc(Cl)cc2)s1 | 0.7
CSC(=Nc1ccccc1)C(C#N)c1nc2ccccc2[nH]1 (configuration not stated) | -0.94
CCOC(=O)C(=NNc1ccccc1Cl)C(=O)OCC | -0.14
Cc1nn(-c2ccccc2)c2c1C1(C)CC(C)(O2)c2c(C)nn(-c3ccccc3)c2O1 | -8.8
CCS(=O)(=O)c1ccc(O)c(NC(=O)CC(C)(C)CC(=O)O)c1 | 1.2
O=C(Nc1ccc(Cl)c(Cl)c1)c1cccnc1Sc1cccc(C(F)(F)F)c1 | -0.6
CS(=O)(=O)NCCSCc1csc2ccc(Cl)cc12 | 0.07
CCCCNC(=O)Cn1nc(C(F)(F)F)c2c1CCC2 | 1.2
CCOC(=O)C1=C(C)NC(SC)=NC1c1cccs1 (configuration not stated) | 0.07
CC1(C)CC(=O)C2=C(C1)Nc1[nH]c(=O)[nH]c(=O)c1C2c1ccc2c(c1)OCO2 (configuration not stated) | -2
Cc1cc(OCc2nc(-c3ccccn3)no2)cc(C)c1Cl | 0.64
C/C(=N\NC(N)=S)c1ccc(CC(C)C)cc1 | 1
CCOC(=S)SCc1cc(F)cc2c1OCOC2 | -0.84
Oc1ccccc1C1=NN2C(C1)c1ccccc1OC2c1ccncc1 (configuration not stated) | 1.9
Cc1cc(C2C(=O)c3ccccc3C2=O)nc2ccccc12 | 0.53
O=C(c1ccccc1)c1ccncc1 | -3
COc1cccc(-c2ccnc3[nH]n(-c4nc(C)cc(C)n4)c(=O)c23)c1 | 1.2
COc1cc2c(cc1C)C1CCC3(C)C(=O)CCC3C1CC2 (configuration not stated) | -1.2
COC(=O)/C(=C\N(C)C)S(=O)(=O)c1cc(C)c(Cl)cc1C | 15
Cc1cc(C)n(-c2ccc(SCC(=O)Nc3ccc(Cl)cc3)nn2)n1 | -0.17
CCOc1cc(C2C(C#N)=C(N)Oc3n[nH]c(C)c32)ccc1OCc1ccc(Cl)cc1 (configuration not stated) | -5.8
Nc1ccc(-c2ccc3ccccc3n2)cc1 | 0.99
O=C(Nc1cc(Cl)cc(Cl)c1)c1cc(Cl)c(-n2cccc2)c(Cl)c1 | -0.25
COc1ccc(OC)c(C2CC(=O)Oc3c2c(=O)n(C)c2ccccc32)c1 (configuration not stated) | -0.64
CC(C(=O)N/N=C/C(C)(C)C)n1nnc(-c2cc(C(F)(F)F)cc(C(F)(F)F)c2)n1 (configuration not stated) | -0.75
COCc1cc(=O)[nH]c(SCC(=O)C(C)(C)C)n1 | 0
Cn1nccc1NC(=O)Nc1ccccc1 | 0.72
CSCCC1Oc2ccc(Br)cc2C2CC(c3ccccc3O)=NN12 (configuration not stated) | 11*
CC1=C(C(=O)OC2CCCCC2)C(c2ccc(C)cc2)C2=C(CCCC2=O)N1 (configuration not stated) | -0.55
NNC(=S)Nc1c(Br)cc(F)cc1Br | 1.5
N#C/C(=C\N1CCCCC1)S(=O)(=O)c1ccc(Cl)cc1 | -1.9
COc1ccc2[nH]cc(CCNC(C)=O)c2c1 | 0.28
O=C(CSc1nc(SCC(=O)c2ccc(Cl)cc2)c2ccccc2n1)c1ccc(Cl)cc1 | 0.59
O=C(CS(=O)(=O)Nc1ccc(Cl)cc1)Nc1ccc(Cl)cc1 | 1.4
CC(C)(C)c1ccc(-c2nnc(SCC(=O)c3ccccc3)o2)cc1 | -0.59
CCCCCC(=O)Nc1nc2c(s1)Cc1ccccc1-2 | -0.32
ON(Cc1cccc(C(F)(F)F)c1)Cc1cccc(C(F)(F)F)c1 | 16
CSc1nsc(SC)c1C(=O)O | -0.19
O/N=C/c1ccc(C#Cc2ccccc2)cc1 | -0.15
C=CCn1c(=O)c(C(=O)Nc2ccc(Br)cc2)c(O)c2ccccc21 | 1.7
O=C(Nc1ccc(Sc2cccs2)cc1)c1ccc(Cl)cc1 | 19
CCOC(=O)c1c(C)n(-c2ccccc2)c2ccc(OC(=O)c3cccs3)cc12 | 1.4
O=C(Oc1nsnc1N1CCOCC1)N1CCOCC1 | 3.1*
COC(=O)c1cnc(SCC(=O)Nc2cccc(Cl)c2)n1C | -0.35
O=C1CC(Sc2ccc(Cl)cc2)C(=O)N1Cc1ccncc1 (configuration not stated) | -8.3
Cn1c(=O)c(NCCc2ccccc2)c2c3c(cccc31)C(=O)c1ccccc1-2 | -0.46
Cn1c(/C=C/c2ccccc2)nc2ccccc21 | 3.7*
COc1cc(C2c3c(oc4ccccc4c3=O)C(=O)N2c2ccccn2)ccc1OCCC(C)C (configuration not stated) | 3.5*
CCCC12CN3CC(CCC)(CN(C1)C3c1ccc(O)cc1)C2=O (configuration not stated) | 2.9
COc1ccc(C2C3COC(C)(C)CC3=NN2C(C)=O)cc1 (configuration not stated) | 2.2
COc1ccccc1C1CCN(C(=O)[C@@H](C)N2CCN(c3ccc(C(F)(F)F)cn3)CC2)CC1 | 0.46
Cc1cc(Cl)cc(Cl)c1CNC(=O)C(C)C | 1.1
Cc1ccc(CN2CCN(C3CCCC(C)C3)CC2)cc1 (configuration not stated) | 2.4
N#CC1=C2N=C(N)c3ccccc3N2C2=C(C(=O)CC(c3ccccc3)C2)C1c1cccnc1 (configuration not stated) | 1.5
COCCCn1c2c(c(=O)[nH]c1=O)C(c1ccc(C(=O)O)cc1)C1=C(N2)c2ccccc2C1=O (configuration not stated) | -1.1
Nc1nonc1C(=O)NCCNC(=O)c1cccc(Br)c1 | 5.2*
FC(F)(F)c1cc(-n2nncc2-c2ccccc2)cc(C(F)(F)F)c1 | 1.9

Other compounds
SMILES | Dicer inh
O=C(Oc1ccccc1)c1c(-c2ccccc2)nnc2ccccc12 | 0.7
CCCCN(C1CCS(=O)(=O)C1)S(=O)(=O)c1ccc(Cl)cc1 (configuration not stated) | 0.77
N#Cc1c(-c2ccccc2)c(-c2ccccc2)nn(CC(=O)N/N=C/c2cccs2)c1=O | -0.43
O=[N+]([O-])c1cccnc1Sc1ncc2ccccn12 | -0.65
CN(C)C(=O)c1ccc(C(C)(C)C)cc1 | 0.31
CC(=O)OC1CC2CCC1N(Cc1ccccc1)C2=O (configuration not stated) | 0.53
CC1=CC(C)(C)Nc2ccc(OC(=O)Cc3cccc4ccccc34)cc21 | 1.5
Cn1c2c(c(=O)n(C)c1=O)C(c1ccc(Br)cc1)C1=C(N2)c2ccccc2C1=O (configuration not stated) | -0.07
CN(C)c1cccc(N2C(=S)SC3CS(=O)(=O)CC32)c1 (configuration not stated) | -0.91
O=C(Nc1cccc(Cl)c1)NC1Cc2ccccc2C1 | -2.5
NC(=O)c1cc2c(c([N+](=O)[O-])c1)-c1c(cc(C(N)=O)cc1[N+](=O)[O-])C2=O | -0.69
